4MU fluor – compounds fluorescent in 4-MU spectral region | compound autofluorescence, 340/450 nm, 4-MU equivalents; active compounds read high | max dye-equivalent concentration, M | 59,000 compounds, 11% hits | AID 589; in the data active = max dye-equivalent concentration above about 10 nM; inconclusive = mostly about 1.1 nM to 9.6 nM
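Compounds in 100 mM Tris, pH 8.0, incubated 15 min at room temperature, then fluorescence read at 340 nm excitation/450 nm emission. Signal converted to 4-MU dye-equivalent concentration using an on-plate six-point 4-MU standard curve.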
HBB splicing – modulators of hemoglobin beta chain splicing; HBB splicing reporter cell assay, activation; EGFP reporter with mutant IVS2-654 intron; response scale: normalised to 500 nM splice-correcting PNA; 65,000 compounds, 0.06% hits; Potency, µM (highest dose often 46.1 µM), without a hit: at the top dose activation, most hits filed as activators; also: potency is read from the fitted curve at half-maximal effect; 0% is about no effect
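Compounds were applied for 2 days to HeLa EGFP-654 cells, 500/well in Optimem with 2% FCS. The reporter's EGFP is disrupted by mis-splicing of beta-globin intron IVS2-654. Readout: summed well GFP fluorescence from 488 nm laser scanning; reference was 500 nM antisense […] 654 PNA.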
HADH2 inh – blocks human hydroxyacyl-CoA dehydrogenase type II | Q99714 | recombinant HADH2, NADH fluorescence, beta-hydroxybutyryl-CoA | Potency, µM (doses to about 57.1 µM), for inactives: top-dose activity change, negative = inhibition, usual class: inhibitors | 73,000 compounds, 3.4% hits; also: potency is read from the fitted curve at half-maximal effect; % is scaled to controls: 0 for no effect and ±100 for the full control effect; nearly all actives have a fitted effect of over 60% in size; many of its hits are not listed in these tables
Target sequence (Q99714 whole entry, looked up, one chain of several): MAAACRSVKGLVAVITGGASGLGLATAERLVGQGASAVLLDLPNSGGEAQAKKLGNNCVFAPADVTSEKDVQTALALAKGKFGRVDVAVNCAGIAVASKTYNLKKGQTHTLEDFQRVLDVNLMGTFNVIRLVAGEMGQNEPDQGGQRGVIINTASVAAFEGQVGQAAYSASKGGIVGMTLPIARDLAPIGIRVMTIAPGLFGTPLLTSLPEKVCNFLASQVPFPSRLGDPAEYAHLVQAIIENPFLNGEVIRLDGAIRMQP
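Buffer 100 mM Tris-HCl pH 9.0/0.01% Tween-20; HADH2 20 nM; NAD+ 1 mM; beta-hydroxybutyryl-CoA 90 uM (all final). 15 min cpd preincubation, RT.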
Rhodamine autofl – compound autofluorescence in rhodamine spectral region; Rhodamine-region fluorescence, 547/598 nm, Tris buffer; active compounds read high; max dye-equivalent concentration, M; 59,000 compounds, 0.05% hits; AID 594; in the data active = max dye-equivalent concentration above about 11 nM; inconclusive = between about 1.1 nM and that limit
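A six-point rhodamine series on each plate calibrates the signal. Compounds sit in 100 mM Tris (pH 8.0) for 15 min at ambient temperature before imaging through 547 nm/598 nm filters.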
ALOX15 inhib – 15-hLO (ALOX15) enzyme inhibition; purified 15hLO-1, xylenol orange hydroperoxide absorbance; Potency, µM (highest dose often 57.1 µM), without a hit: at the top dose activity change, negative = inhibition, actives largely listed as inhibitors; 74,000 compounds, 1.4% hits; also: potency is read from the fitted curve at half-maximal effect; % is scaled to controls: 0 for no effect and ±100 for the full control effect; nearly all actives have a fitted effect of over 55% in size
Target sequence (P16050 whole entry, looked up): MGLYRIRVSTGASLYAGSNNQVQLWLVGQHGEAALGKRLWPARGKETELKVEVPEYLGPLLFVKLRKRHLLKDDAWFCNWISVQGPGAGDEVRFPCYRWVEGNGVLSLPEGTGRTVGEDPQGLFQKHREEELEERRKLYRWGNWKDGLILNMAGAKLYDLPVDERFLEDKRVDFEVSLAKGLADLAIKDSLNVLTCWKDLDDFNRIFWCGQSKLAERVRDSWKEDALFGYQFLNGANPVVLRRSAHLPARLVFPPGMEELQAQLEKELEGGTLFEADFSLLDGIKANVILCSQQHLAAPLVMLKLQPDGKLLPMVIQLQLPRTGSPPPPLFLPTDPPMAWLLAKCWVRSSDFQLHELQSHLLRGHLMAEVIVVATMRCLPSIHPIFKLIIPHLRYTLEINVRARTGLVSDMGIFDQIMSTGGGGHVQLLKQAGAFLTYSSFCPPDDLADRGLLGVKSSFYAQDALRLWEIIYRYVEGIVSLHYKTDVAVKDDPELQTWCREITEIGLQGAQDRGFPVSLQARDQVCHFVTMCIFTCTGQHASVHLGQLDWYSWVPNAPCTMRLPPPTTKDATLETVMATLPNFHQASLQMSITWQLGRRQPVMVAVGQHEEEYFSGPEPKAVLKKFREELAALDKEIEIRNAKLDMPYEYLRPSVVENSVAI
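Purified human 15hLO-1 (40 nM final) in 25 mM Hepes pH 7.5, 0.01% Triton X-100 was preincubated with compound 15 min at room temperature, then reacted 6 min with 50 uM arachidonic acid; hydroperoxide detected by Fe-XO, 573/405 nm absorbance ratio.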
Hsp90 Hop PPI – changes Hsp90-Hop TPR2A binding signal, up or down | Potency, µM (highest dose often 57 µM), without a hit: at the top dose activity change, negative = inhibition | AID 595 | AlphaScreen TPR2A-His6 binding biotin-Hsp90 C-terminal peptide | 71,000 compounds, 0.44% hits; active = well fitted curve in either direction with a large enough effect; inconclusive = small, poorly fitted or top-dose-only effect, or another doubt; also: potency is read from the fitted curve at half-maximal effect; % is scaled to controls: 0 for no effect and ±100 for the full control effect; many of its hits are not listed in these tables
Fluorescein fluor – compound fluoresces in the fluorescein spectral region; Compound autofluorescence, 480/540 nm, fluorescein-equivalent; active compounds read high; max fluorescein-equivalent concentration, M; 59,000 compounds, 0.91% hits; in the data active = max fluorescein-equivalent concentration above about 10 nM; inconclusive = between about 1.1 nM and that limit
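Library compounds, added at multiple concentrations to pH 8.0 Tris buffer (100 mM), incubate 15 min at room temperature before CCD imaging at 480 nm excitation and 540 nm emission.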
TexasRed autofl – compounds fluorescent in Texas Red spectral region | 59,000 compounds, 0.06% hits | Compound fluorescence, Texas Red channel, 547/618 nm; active compounds read high | max dye-equivalent concentration, M | AID 587; in the data active = max dye-equivalent concentration above about 10 nM; inconclusive = between about 1.1 nM and that limit
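Fluorescence at ex 547/em 618 nm, normalized against an on-plate Texas Red standard series to give dye-equivalent concentration per compound concentration. Buffer 100 mM Tris, pH 8.0; 15 min RT incubation before CCD imaging.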
GFP derepression – epigenetic modulators derepressing GFP locus in mouse cells; mouse C127i GFP locus derepression, cytometry, 30 h; Potency, µM (doses to about 46.1 µM), for the others: at the highest dose GFP derepression (activation); 68,000 compounds, 0.09% hits; AID 597; also: % of control where 0% means no effect
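Murine C127i mammary cells carrying a silenced, stably integrated CMV-driven GFP reporter were treated with compound for 30 hours at 37 C. After PBS washes, GFP-positive cells were counted by laser-scanning microplate cytometry.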
Pol III holo inh – inhibitors of bacterial DNA polymerase III holoenzyme; 71,000 compounds, 0.25% hits; Potency, µM (top dose mostly 57.1 µM), inactives show at the top dose activity change, negative = inhibition; AID 603; reconstituted DNA polymerase III holoenzyme replication, biochemical; also: potency is read from the fitted curve at half-maximal effect; % is scaled to controls: 0 for no effect and ±100 for the full control effect
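Reconstituted *E. coli* holoenzyme (0.35 nM Pol III, 1 nM beta, 154 nM SSB, 2 nM primase) was preincubated with compound for 15 min at RT. Synthesis on 1.4 nM ssM13Gori ran 35 min, then was stopped with PicoGreen/EDTA and read as dsDNA fluorescence.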
UbGFP stabilizer – ubiquitin-GFP accumulation via proteasome inhibition; 67,000 tested, under 10 active; Ubiquitin-GFP reporter cells, proteasome inhibition, GFP fluorescence; response scale: untreated = 0%, 10 µM MG-132 = 100%; Potency, µM (doses to about 45.9 µM), inactives show at the top dose activation (GFP accumulation), most hits filed as activators; active = well fitted activation curve with a large enough effect, not every such curve was filed as active; inconclusive = small, poorly fitted or top-dose-only effect, or another doubt; inactive = no such curve, though single readings can be large or run the other way; also: potency is read from the fitted curve at half-maximal effect
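Proteasome blockade was scored as a rise in GFP-expressing U2OS cells carrying a ubiquitin(G76V)-GFP construct, imaged after 4 hr compound treatment at 37 °C across a 46 uM–2.9 nM series.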
Starred values were filed as active, the others as inactive; i = inactive; ? = inconclusive; nt = no result given; & = joins results of further samples; [ ] = another dose, or the depositor's remark. Unless noted, calls follow the shape of the dose curve; as a rule, active = well fitted curve in the direction sought with a large enough effect; inconclusive = small, poorly fitted or top-dose-only effect, or another doubt; inactive = no such curve, though single readings can be large; an effect the other way counts as inactive or inconclusive. A portion of the library; the hit share may differ from the screen's.

SMILES | 4MU fluor | HBB splicing | HADH2 inh | Rhodamine autofl | ALOX15 inhib | Hsp90 Hop PPI | Fluorescein fluor | TexasRed autofl | GFP derepression | Pol III holo inh | UbGFP stabilizer
Cc1ccc(S(=O)(=O)N2CCCC2)cc1S(=O)(=O)N1CCCC1 | i | -0.2%[57.5 µM] | 3% | i | 20% | -2% | ? | ? | -2% | -6% | 6%
OC[C@@H]1O[C@@H](N2CCN([C@@H]3O[C@@H](CO)[C@@H](O)[C@H](O)[C@H]3O)CC2)[C@@H](O)[C@H](O)[C@H]1O | i | -0.9%[9.22 µM] | -2%[11.4 µM] | i | -10%[11.4 µM] | -4%[11 µM] | i | i | -1%[9.22 µM] | -12%[11.4 µM] | -2%[9.17 µM]
O=C(c1cccc(C(=O)N2CCN(c3ccccc3)CC2)c1)N1CCN(c2ccccc2)CC1 | nt | -2.1% | -5% | nt | -8% | -10% | nt | nt | -4% | -2% | 3%
CCN1CCN(c2ccc(NC(=O)Cc3ccccc3)cc2)CC1 | i | -0.2% | 13% | i | 3% | -3% | i | i | 0% | -2% | -4%
Cn1c(=O)cc(SCC(=O)Nc2ccccn2)c2ccccc21 | i | 0.1% | 7% | i | -13% | -1% | i | i | 0% | -5% | 11%
O=S(=O)(c1ccccc1)N1CCC[C@@]2(CCN(c3ccncc3)C2)C1 | i | 0.3% | 9% | i | 3% | -4% | i | i | -5%[9.22 µM] | 3% | -6%
CC(=O)Nc1nc(C)c(-c2csc(Nc3ccc(O)cc3)n2)s1 | i | nt | 4µM* | i | 13µM* | -20% | ? | i | 0% | -2% | -4%
Nc1nonc1C(=O)NCCNCc1cc(Br)ccc1OCc1ccccc1F | i | 0.0% | -15% | i | -14% | -7% | i | ? | 0% | -15% | 0%
CC(=C1C(=O)c2ccccc2C1=O)N1CCN(c2ccccn2)CC1 | i | 0.5% | ? | i | 19% | -3% | ? | i | 0% | -6% | -4%
CC1(C)O[C@H]2[C@@H](O1)[C@@H](On1nnc3ccc(Cl)cc31)O[C@@H]2[C@@H]1COC(C)(C)O1 | i | 3.9%[9.22 µM] | 4%[11.4 µM] | i | 16%[11.4 µM] | -2%[11 µM] | ? | ? | 10%[9.22 µM] | -7%[11.4 µM] | 3%[9.17 µM]
CCCC(=O)c1ccc(N2CCN(C(=O)c3ccccc3)CC2)c(F)c1 | nt | -0.5%[9.22 µM] | -14% | nt | -4% | 1% | nt | nt | 2% | -6% | 1%
COc1ccc(/C(O)=C2/C(=O)C(=O)N(CCN(C)C)C2c2ccc(F)cc2)cc1Cl (stereo unspecified) | i | 2.2%[1.84 µM] | -12% | i | 5% | 0% | i | i | 0% | -1% | -3%
COc1ncc2nc(C)c(=O)n(Cc3ccc(F)cc3)c2n1 | i | -0.7% | -5% | i | 2% | -3% | i | i | -3%[9.22 µM] | 1% | 1%
CCCCNC(=O)c1sc2nc(C)cc(COC)c2c1-n1cccc1 | i | -0.6% | 5% | i | -9% | 6% | i | i | -2% | -1% | 7%
Cc1cc(=O)oc2c(OS(C)(=O)=O)c(OS(C)(=O)=O)ccc12 | 5.9e-08M* | 0.4%[9.22 µM] | 14%[11.4 µM] | i | 4%[11.4 µM] | -3%[11 µM] | i | ? | 0%[9.22 µM] | -9%[11.4 µM] | -6%[9.17 µM]
CS(=O)(=O)Nc1cccc(-c2nc(-n3ccnc3)c3ccccc3n2)c1 | i | 0.9% | -1% | i | 0% | -1% | i | i | -1%[9.22 µM] | -4% | -7%
Cn1nnnc1SCc1csc(Nc2ccccc2)n1 | i | -0.3%[57.5 µM] | ? | i | -6% | -1% | i | i | 0% | -1% | -2%
CC(=O)c1ccccc1NS(=O)(=O)c1c(C)nn(-c2ccccc2)c1C | i | -1.8% | 8% | i | -3% | 1% | i | i | 0% | -9% | 6%
Cc1ccn(CC(=O)O)c(=O)c1 | i | -1.8% | -4% | i | -2% | -6% | ? | ? | 0% | 3% | 5%
Cc1ccc(NS(=O)(=O)c2ccc(OCC(=O)NCc3ccco3)cc2)cc1 | i | -1.0% | 4% | i | -10% | -8% | ? | i | 4% | -6% | 4%

Taken from above:
CC(=O)Nc1nc(C)c(-c2csc(Nc3ccc(O)cc3)n2)s1 – Hsp90 Hop PPI: -20%
Cc1ccn(CC(=O)O)c(=O)c1 – GFP derepression: 0%
Cn1nnnc1SCc1csc(Nc2ccccc2)n1 – Hsp90 Hop PPI: -1%
CCN1CCN(c2ccc(NC(=O)Cc3ccccc3)cc2)CC1 – Hsp90 Hop PPI: -3%

Rewritten with each value named: entries from further up.
SMILES: Cc1ccn(CC(=O)O)c(=O)c1
  4MU fluor: i
  HBB splicing: -1.8%
  HADH2 inh: -4%
  Rhodamine autofl: i
  ALOX15 inhib: -2%
  Hsp90 Hop PPI: -6%
  Fluorescein fluor: ?
  TexasRed autofl: ?
  GFP derepression: 0%
  Pol III holo inh: 3%
  UbGFP stabilizer: 5%
SMILES: Cc1ccc(NS(=O)(=O)c2ccc(OCC(=O)NCc3ccco3)cc2)cc1
  4MU fluor: i
  HBB splicing: -1.0%
  HADH2 inh: 4%
  Rhodamine autofl: i
  ALOX15 inhib: -10%
  Hsp90 Hop PPI: -8%
  Fluorescein fluor: ?
  TexasRed autofl: i
  GFP derepression: 4%
  Pol III holo inh: -6%
  UbGFP stabilizer: 4%

(further entries)
SMILES | 4MU fluor | HBB splicing | HADH2 inh | Rhodamine autofl | ALOX15 inhib | Hsp90 Hop PPI | Fluorescein fluor | TexasRed autofl | GFP derepression | Pol III holo inh | UbGFP stabilizer
CCN(CCO)C(=O)CC(c1ccccc1)c1cc(Br)ccc1O (stereo unspecified) | i | -3.4% | 4% | i | -4% | -3% | i | i | 3% | -9% | 0%
NC[C@@H]1O[C@H](C23CC4CC(CC(C4)C2)C3)Cc2c1ccc(O)c2O | ? | 0.3% | -2%&7% | i | -17%[25.6 µM] | ? | ? | i | 0%&-2% | -2%&-1% | -3%&5%
CCn1cnc2cc(NCc3nc4ccccc4n3C)ccc21 | i | 1.0% | 6% | i | 27% | -17% | i | ? | -2% | -2% | -3%
O=C(CCN1CCN(c2ccc(F)cc2)CC1)Nc1ccc(F)cc1 | 1e-08M* | -1.9% | 2% | i | 3% | -4% | ? | i | -3% | -2% | 3%
O=C(Cn1nc(Cc2cccnc2)c2ccccc2c1=O)Nc1ccc2c(c1)OCO2 | nt | -0.4% | -22% | nt | -1% | -4%[2.3 µM] | nt | nt | nt | -9% | -4%
CCOC(=O)C1C(=O)NC(N2CCCCC2)=NC1c1ccco1 (stereo unspecified) | i | 0.7% | 8% | i | 2% | 1% | ? | i | 2% | -1% | -7%
O=C(c1ccccc1-c1nc2ccccc2[nH]1)N1CCOCC1 | i | 0.6% | 10% | i | 11% | -1% | i | i | -1% | -4% | 4%
CS(=O)(=O)NCCSCc1ccc(Cl)cc1 | nt | -0.5%[9.22 µM] | -1% | nt | 8% | -1% | nt | nt | -2% | -1% | 12%
Cc1cc(C)c2nc(C(F)(F)F)nc(NCCCN3CCCC3=O)c2c1 | i | 0.2% | 4% | i | -9% | -5% | i | ? | 3% | -1% | 4%
CC(=O)NC1C(=O)N=C(SCC(=O)NC(C)c2ccccc2)NC1=O (stereo unspecified) | i | nt | -13% | i | 8% | 4% | i | i | -1% | -1% | -1%
O=c1[nH]c(CS(=O)(=O)c2ccccc2)nc2ccccc12 | ? | 0.2% | 4% | i | -2% | -1% | ? | ? | 2% | -5% | -4%
CC1(C)SC2[C@H](NC(=O)C(NC(=O)N3CCNC3=O)c3ccccc3)C(=O)N2C1C(=O)O (stereo partly specified) | i | nt | nt | i | nt | nt | i | i | 4%[20.6 µM] | nt | nt
O=C(NCCN1CCOCC1)c1ccc(=O)oc1 | 6.5e-08M* | nt | nt | i | nt | nt | i | i | -4%[20.6 µM] | nt | nt
CCCOc1ccc2oc(=O)c3c(c2c1)CCCN3C(=O)CN1CCN(c2ncccn2)CC1 | 5.1e-08M* | 1.2% | -1% | i | 3% | -2% | i | ? | 3% | -1% | 21%
COc1ccc(NC(=O)COn2nnc3ccc(Cl)cc32)cc1OC | i | 0.3%[57.5 µM] | 1% | i | -5% | 3% | i | i | -1% | -7% | 3%
COc1ccc(-n2c(Cc3cc(=O)[nH]c(=O)[nH]3)nnc2SCc2ccccc2)cc1 | nt | -0.3% | 7% | nt | 8% | -2%[2.3 µM] | nt | nt | nt | 2% | 3%
COc1ccc(-c2nnc(SCCc3ccccc3)n2N)cc1 | i | -1.5% | 8% | i | 4% | -3% | i | i | -3% | 0% | 5%
Cc1cc2nc(-c3cccnc3SCC(=O)NCc3ccco3)[nH]c2cc1C | 3.8e-07M* | nt | -18% | i | -16% | -2% | ? | i | 6% | -8% | -6%
O=C(NC12CCC(O)C(SC1)/C2=N/O)c1ccccc1 (stereo unspecified) | i | 0.3%[57.5 µM] | 17% | i | 17% | ? | i | i | 8% | -2% | -6%
